High-throughput results from PubChem.
TRPC4 act = opens the mouse TRPC4 cation channel; 310,000 compounds, 0.49% hits; B-score at 10 µM; HEK293 TRPC4beta/mu-opioid, Fluo4 calcium fluorescence; active compounds read high;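 active = B-score above 5 SD of library B-scores, and initial fluorescence ratio not above library mean plus 5 SD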;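 also: positive B-score marks a calcium rise read as TRPC4 activation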
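Technique: kinetic Fluo4 calcium fluorescence; Test system: TRPC4beta and mu-opioid receptor HEK293 stable cells; Measure: B-scored integrated calcium fluorescence ratio; Benchmarks: low control buffer alone, high control maximal DAMGO; Schedule: 45 min room-temperature Fluo4 loading, 110 s read.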
DYRK1A inh = blocks rat Dyrk1A kinase activity. ADP-Glo luminescence, NFATc1 peptide. 310,000 compounds, 0.43% hits. inhibition, % at 12.5 µM. Q63470; in the data active = inhibition above about 50%;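 also: plate controls were vehicle with enzyme for no effect and no enzyme for full effect; many of its hits are not listed in these tables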
Platelet DG rel = platelet dense granule release activity; 300,000 compounds, 0.22% hits; inhibition, %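 (compounds screened at 7.5 µM in platelet-rich plasma)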; human platelet-rich plasma, SFLLRN dense granule ATP release, luminescence;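 active = mean replicate score, as percent of positive control, at or above 50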
KCNK3 inh = human KCNK3 channel inhibition, primary screen | O14649 | CHO-KCNK3 thallium flux, FluxOR fluorescence; active compounds read low | B-score at 10 µM | 340,000 compounds, 0.84% hits;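 active = B-score under library mean minus 4 SD, starting fluorescence ratio at most library mean plus 5 SD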;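 also: more negative B-score means stronger inhibition of thallium flux through KCNK3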
hERG rescue = hERG (human) protection from proarrhythmic block; CHO-hERG, FluxOR thallium flux, dofetilide IC70 present; Q12809; activation (rescue from dofetilide block), less the hit threshold, % at 10 µM; AID 1511; 310,000 compounds, 0.51% hits;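 active = activation above the mean of controls blocked by dofetilide plus 5 SD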;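 also: thallium influx through hERG after potassium depolarization seen as dye fluorescence rise; in these data hits start at about 4.7%; inactives centre near -7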
Target sequence (Q12809 whole entry, looked up): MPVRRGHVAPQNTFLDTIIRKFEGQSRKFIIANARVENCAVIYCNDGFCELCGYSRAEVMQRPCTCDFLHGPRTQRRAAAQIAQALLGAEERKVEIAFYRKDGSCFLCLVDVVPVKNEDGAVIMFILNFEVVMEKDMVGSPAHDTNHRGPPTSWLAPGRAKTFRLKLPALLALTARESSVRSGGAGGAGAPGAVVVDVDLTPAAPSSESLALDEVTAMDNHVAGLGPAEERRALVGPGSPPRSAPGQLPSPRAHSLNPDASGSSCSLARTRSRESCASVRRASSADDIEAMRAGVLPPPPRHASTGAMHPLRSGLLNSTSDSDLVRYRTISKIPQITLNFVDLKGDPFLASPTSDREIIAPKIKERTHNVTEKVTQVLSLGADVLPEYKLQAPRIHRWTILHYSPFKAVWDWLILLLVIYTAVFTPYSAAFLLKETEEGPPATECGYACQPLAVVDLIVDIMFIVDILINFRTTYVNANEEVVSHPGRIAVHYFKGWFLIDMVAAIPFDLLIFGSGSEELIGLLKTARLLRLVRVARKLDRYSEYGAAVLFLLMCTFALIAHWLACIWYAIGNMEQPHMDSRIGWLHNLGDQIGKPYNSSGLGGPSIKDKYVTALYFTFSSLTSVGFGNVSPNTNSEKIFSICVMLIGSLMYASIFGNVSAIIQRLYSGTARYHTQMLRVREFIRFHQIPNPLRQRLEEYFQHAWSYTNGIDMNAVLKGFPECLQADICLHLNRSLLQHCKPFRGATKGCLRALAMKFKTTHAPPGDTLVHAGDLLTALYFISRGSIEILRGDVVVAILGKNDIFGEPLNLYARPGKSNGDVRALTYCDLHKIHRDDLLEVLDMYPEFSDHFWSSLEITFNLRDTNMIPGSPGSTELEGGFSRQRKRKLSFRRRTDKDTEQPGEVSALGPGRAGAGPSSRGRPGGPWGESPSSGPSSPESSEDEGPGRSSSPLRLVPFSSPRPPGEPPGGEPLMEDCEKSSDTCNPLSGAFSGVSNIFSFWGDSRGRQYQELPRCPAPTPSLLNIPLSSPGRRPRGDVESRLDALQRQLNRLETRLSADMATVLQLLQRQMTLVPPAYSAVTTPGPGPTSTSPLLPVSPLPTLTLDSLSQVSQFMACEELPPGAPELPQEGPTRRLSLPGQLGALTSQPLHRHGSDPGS
KCNQ1 block = blocks the human KCNQ1 potassium channel. P51787. CHO-K1 KCNQ1, FluxOR thallium flux fluorescence; active compounds read high. B-score at 10 µM. 310,000 compounds, 1.3% hits. AID 2642;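 active = compounds whose thallium flux B-score, printed positive for inhibition, exceeds three library SD while starting fluorescence stays within three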;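 also: channel opened by potassium depolarization with thallium stimulus after 20 min compound exposure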
TRPC4 inh = TRPC4 (mouse) channel inhibition; Q9QUQ5; HEK293 TRPC4beta/mu-opioid, DAMGO-evoked Fluo4 calcium flux; active compounds read low; B-score at 10 µM; 300,000 compounds, 0.39% hits; AID 2247;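 active = B-score over 3 SD under the library average, no early fluorescence shift, positive overall ratio signal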
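test system = HEK293 cells with stable TRPC4beta plus mu-opioid receptor expression | detection = Fluo4 Ca2+ flux fluorescence | read-out = integrated fluorescence ratio relative to baseline, converted to per-well B score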
TRPC4 PAM = allosteric potentiators of mouse TRPC4 channel; Q9QUQ5; B-score at 10 µM; HEK293 TRPC4beta/mu-opioid, DAMGO EC20, Fluo-4 Ca2+ flux; active compounds read high; 310,000 compounds, 0.42% hits;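 active = B-score of calcium response area above 5 SD of library B-scores, with initial fluorescence ratio within 5 SD of library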;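 also: B-score of integrated fluorescence ratio over time as area under calcium response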
KCNK9 inh = human KCNK9 channel inhibition; Q9NPC2; HEK293 KCNK9, FluxOR thallium flux fluorescence; active compounds read low; B-score at 10 µM; 310,000 compounds, 1.2% hits;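 active = ratio B-score over 3 SD below the library mean, with starting fluorescence within 5 SD of its mean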;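 also: negative B-score means less thallium flux so channel inhibition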
KCNQ1 pot = potentiators or activators of human KCNQ1 potassium channel | P51787 | CHO-K1 KCNQ1, thallium flux FluxOR fluorescence; active compounds read high | B-score at 10 µM | 310,000 compounds, 0.35% hits;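 active = fluorescence ratio B-score, a plate-corrected score, at least three library SD, with initial intensity B-score within 5 SD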
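Schedule – 37 °C overnight plating, 90-min dark dye load, 20-min compound pretreatment · System – stable KCNQ1 CHO-K1 line · Probe or stimulus – thallium- and potassium-containing depolarizing buffer · Measured by – kinetic FluxOR fluorescence, 10 s baseline plus 110 s post-stimulus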
PolyA inhibitor = yeast polyadenylation inhibition; S. cerevisiae SKY197-pL101 polyadenylation reporter, beta-gal luminescence; efflux-impaired pdr1/pdr3 knockout yeast; score 100 = 6 SD above DMSO; calls only at 12 µM; 300,000 compounds, 0.02% hits;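 active = lowest replicate activity score at least 50, where 100 means six control SD above control mean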;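 also: yeast exposed to compound for 9 h at 30 °C; higher score means more reporter readthrough which indicates perturbed polyadenylation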
* = called active by the depositor; i = inactive; / = not tested or not shown. These rows are one share of the data (hit frequency here may not be typical).

SMILES	TRPC4 act	DYRK1A inh	Platelet DG rel	KCNK3 inh	hERG rescue	KCNQ1 block	TRPC4 inh	TRPC4 PAM	KCNK9 inh	KCNQ1 pot	PolyA inhibitor
Cc1ccc(C2NC(c3ccc(C)cc3)C(C)C(=O)C2C)cc1 (stereo unspecified)	i	5	21	i	-10	i	i	i	-7*	i	i
CCNc1nc(NC(C)C)nc(N(C#N)CCOc2ccccc2)n1	i	0	/	i	-11	i	i	i	i	i	i
COC(=O)c1[nH]c(C)c(/C(O)=C2\C(=O)C(=O)N(CCCN3CCOCC3)C2c2ccccn2)c1C (stereo unspecified)	i	-4	2	i	-9	i	i	i	i	i	i
COc1ccc(CCNC(=O)CSc2nnnn2-c2ccccc2OC)cc1OC	i	16	-3	i	-13	i	i	i	i	i	i
COCCSc1nc2c(c(=O)[nH]c(=O)n2C)n1CCCc1ccccc1	i	-8	1	i	-9	i	i	i	i	i	i
COCCNC(=O)/C(C#N)=C/C(C)=C/c1ccccc1	i	-6	7	i	-6	i	i	i	i	i	i
N#CCSc1nnc(-c2ccccc2)c(-c2ccccc2)n1	i	5	-1	i	-7	i	i	i	i	i	i
Cc1cc(C)cc(N2C(=O)C3CCCN3C2=S)c1 (stereo unspecified)	i	6	5	i	0	i	i	i	i	i	i
c1ccc(Oc2cc(-c3ccccc3)ncn2)cc1	i	1	0	i	-5	i	i	i	i	i	i
Cc1ccc(S(=O)(=O)NCCS(=O)(=O)N2CCN(c3ccc(F)cc3)CC2)cc1	i	0	-4	i	-14	i	i	i	i	i	i
OCCN1CCN(CC(O)COc2ccc3c(c2)OCO3)CC1 (stereo unspecified)	i	-4	-10	i	-5	i	i	i	i	i	i
COc1ccc(CCNc2ncnc3sccc23)cc1OC	i	4	3	i	-24	9*	i	i	i	i	i
Cc1ccsc1C(=O)OCC(=O)N(C)c1c(N)n(Cc2ccccc2)c(=O)[nH]c1=O	i	-1	9	i	-4	i	i	i	i	i	i
Cc1cccc(NC(=S)N(C)Cc2cn(C)c3ccccc23)c1	i	-1	16	i	-4	i	i	i	i	i	i
COc1cccc(CNC(=O)C2CC(=O)N(C3CCCCCCC3)C2)c1 (stereo unspecified)	i	-1	-3	i	-8	i	i	i	i	i	i
Cn1c(=O)c(C(=O)CN2CCN(Cc3ccc4c(c3)OCO4)CC2)c(N)n(Cc2ccccc2)c1=O	i	-3	1	i	-6	i	i	i	i	i	i
CCSc1ncc(Cl)c(C(=O)Nc2ccccc2)n1	i	-6	7	i	-14	i	i	i	i	i	i
COC(=O)c1cncc(O)c1	i	4	-6	i	-6	i	i	i	i	i	i
CCc1ccc(NS(=O)(=O)c2cccc3nsnc23)cc1	i	6	0	i	-4	i	i	i	i	i	i
Cc1cc(NC(=O)COC(=O)C(Nc2ccc(C(F)(F)F)cc2Cl)C(C)C)no1 (stereo unspecified)	i	-1	2	i	-16	i	i	i	i	i	i
Nc1c(Nc2ccccc2)c2ccccc2oc1=O	i	16	2	i	-5	i	i	i	i	i	i
COc1cc(SC)ccc1C(=O)N(Cc1ccccc1)c1ccccc1	i	10	-12	i	-7	i	i	i	i	i	i
CSc1ccccc1NC(=O)Cn1nc([N+](=O)[O-])cc1C	i	-1	-3	i	-6	i	i	i	i	i	i
Cc1ccc(C(=O)N2CCCC2)c(F)c1F	i	10	-2	i	-12	i	i	i	i	i	i
Cc1cc(Cl)c(S(=O)(=O)Nc2cc(S(=O)(=O)N3CCOCC3)ccc2F)cc1OCC(N)=O	i	5	-2	i	-6	i	i	i	i	i	i
O=C(Nc1ccc(N2CCOCC2)nc1)c1c(F)cccc1F	i	/	14	i	-9	i	i	i	i	i	i
O=C1NC(Cc2c[nH]c3ccccc23)C(=O)N1c1ccc(F)cc1 (stereo unspecified)	i	-6	8	i	-3	i	i	i	i	i	i
O=c1c2sccc2nc(SCc2cc(=O)n3cc(Br)ccc3n2)n1Cc1ccccn1	i	-1	-1	i	-11	i	i	i	i	i	i
O=C(NNC(=S)NC(=O)c1ccco1)c1ccc(F)cc1	67*	/	-1	i	-8	i	i	i	i	i	i
COc1nc(C)nc2c1sc(=S)n2C	i	2	1	i	-6	i	i	i	i	i	i
O=C(NCCCn1ccnc1)c1cc2c(s1)CCCCC2	i	0	12	i	-7	i	i	i	i	i	/
O=C(NCc1ccccc1)c1ccc(-c2ccccc2F)o1	i	28	-8	i	-10	i	i	i	i	i	i
CN(C)c1ccc(NC(=O)c2cnsn2)cc1	i	/	4	i	-21	i	i	i	i	i	i
CCn1cc(/C=C(\NC(=O)c2ccc(OC)c(OC)c2)C(=O)NCCN2CCOCC2)c2ccccc21	i	/	-2	i	-7	i	i	i	i	i	i
COc1cccc(C(=O)OCC(=O)Nc2ccccc2N2CCOCC2)c1	i	-1	-3	i	-13	i	i	i	i	i	i
CCN1CC2([N+](=O)[O-])CC=C(OC)C([N+](=O)[O-])(C1)C2 (stereo unspecified)	i	-9	0	i	-8	i	i	i	i	i	i
COC1=C/C(=C/c2c(N)n3nc(CC(=O)N4CCCCC4)sc3nc2=O)C=CC1=O	i	11	-20	i	-12	i	i	i	i	i	i
Cc1cc2c3c(c1)C(C)(c1ccccc1)CC(C)(C)N3C(=O)C21C(C#N)=C(N)OC2=C1C(=O)CC(C)(C)C2 (stereo unspecified)	i	1	15	i	-8	i	i	i	i	i	/
COc1cccc(-c2nc(CCl)cs2)c1	i	-4	5	i	-9	i	i	i	i	i	i
COC(=O)C1=C(C)NC(=O)/C1=C/c1ccc(CNS(=O)(=O)c2ccc(C)cc2)o1	i	3	0	i	-5	i	i	i	i	i	i
CCn1c(CN2CCN(c3cccc(C)c3C)CC2)n[nH]c1=S	i	2	3	i	-8	i	i	i	i	i	i
CN1C(=S)SC(/[N+]([O-])=C\c2cccs2)C1(C)C (stereo unspecified)	i	7	3	i	-6	i	i	i	i	i	i
Cc1nc2sc(C(=O)Nc3ccccc3)c(N)c2c(C)c1[N+](=O)[O-]	i	-8	-3	i	-23	i	i	i	i	i	i
Cc1ccc(C(=O)Nc2c(-c3cccs3)nc3cc(C)ccn23)cc1	i	1	7	i	-13	i	i	i	i	i	i
Cc1cc(=O)oc2cc(OCC(O)CN3CCN(c4ccccc4)CC3)ccc12 (stereo unspecified)	i	-3	-2	i	-3	i	i	i	i	i	i
COC(=O)c1ccc(NC(=O)C(=O)N2CCN(C(=S)Nc3ccccc3OC)CC2)cc1	i	-6	-2	i	-6	i	i	i	i	i	i
CCOC(=O)C1(Cc2cccc(OC)c2)CCCN(Cc2cc(OC)c(O)c(OC)c2)C1 (stereo unspecified)	i	-2	-2	i	-6	i	i	i	i	i	i
CN(C)S(=O)(=O)c1ccc(Nc2nc(C3CC3)nc3c2nnn3Cc2ccccc2Cl)cc1	i	2	3	i	-11	i	i	i	i	i	i
O=C(CSc1nc(=O)n2ccccc2n1)OCc1ccccc1	i	-4	2	i	-8	i	i	i	i	i	i
CC(=O)Nc1cccc(NC(=O)c2ccc3c(c2)CCN3S(C)(=O)=O)c1	i	1	2	i	-7	i	i	i	i	i	i
CC1CCN(c2c(NCC3CCC(C(=O)NCCc4ccccc4)CC3)c(=O)c2=O)CC1 (stereo unspecified)	i	1	-11	i	-15	i	i	i	i	i	i
Cc1ccc2nc(NC(=O)c3ccccc3F)sc2c1	i	22	0	i	-11	i	i	i	i	i	i
O=C(Nc1ccc2sc3ccccc3c(=O)c2c1)c1ccccc1Cl	i	-2	-11	i	-11	i	i	i	i	i	i
Fc1cccc(-c2cc3nc4c(c(N5CCC6(CC5)OCCO6)n3n2)CCCC4)c1	i	8	-2	i	-1	i	i	i	-8.4*	i	i
COC(=O)c1ccc(CSc2ncn[nH]2)o1	i	4	2	i	-7	i	i	i	i	i	i
CCc1ccc(NC(=O)Nc2ccc3c(c2)CCC3)cc1	i	14	6	i	-15	i	i	i	i	i	i
CC(C)N=C1NN=C(c2ccc(Cl)c(Cl)c2)CS1	i	-5	1	i	-11	i	i	i	i	i	i
CC(C)NC(=S)NC(c1ccccc1)(c1ccccc1)c1ccccc1	i	-5	-2	i	-4	10*	i	i	i	i	i
CC(Nc1n[nH]c(=S)[nH]c1=O)C(=O)OCc1ccccc1 (stereo unspecified)	i	-5	5	i	-3	i	i	i	i	i	i
CCOC(=O)N1CCN(S(=O)(=O)c2ccc3c(c2)CCN3C(=O)C2CCC2)CC1	i	-1	/	i	-9	i	i	i	i	i	i

Some of these compounds in order of formula weight, descending:
SMILES	TRPC4 act	DYRK1A inh	Platelet DG rel	KCNK3 inh	hERG rescue	KCNQ1 block	TRPC4 inh	TRPC4 PAM	KCNK9 inh	KCNQ1 pot	PolyA inhibitor
CN(C)S(=O)(=O)c1ccc(Nc2nc(C3CC3)nc3c2nnn3Cc2ccccc2Cl)cc1	i	2	3	i	-11	i	i	i	i	i	i
Cc1ccsc1C(=O)OCC(=O)N(C)c1c(N)n(Cc2ccccc2)c(=O)[nH]c1=O	i	-1	9	i	-4	i	i	i	i	i	i
O=C(NNC(=S)NC(=O)c1ccco1)c1ccc(F)cc1	67*	/	-1	i	-8	i	i	i	i	i	i
O=C(NCCCn1ccnc1)c1cc2c(s1)CCCCC2	i	0	12	i	-7	i	i	i	i	i	/
CCSc1ncc(Cl)c(C(=O)Nc2ccccc2)n1	i	-6	7	i	-14	i	i	i	i	i	i
COc1nc(C)nc2c1sc(=S)n2C	i	2	1	i	-6	i	i	i	i	i	i

(further entries)
SMILES	TRPC4 act	DYRK1A inh	Platelet DG rel	KCNK3 inh	hERG rescue	KCNQ1 block	TRPC4 inh	TRPC4 PAM	KCNK9 inh	KCNQ1 pot	PolyA inhibitor
COc1ccc(-c2nnn(CC(=O)N(CCO)C(C(=O)NC3CCCC3)c3ccc(F)cc3)n2)cc1 (stereo unspecified)	i	0	-8	i	-8	i	i	i	i	i	i
Cn1ccc(C(=O)NC(=S)Nc2ccc([N+](=O)[O-])cc2O)n1	i	/	/	i	-15	i	i	i	i	i	/
COC(=O)c1ccccc1NC(=O)c1nc2nc(C)cc(C)n2n1	i	11	4	i	-15	i	i	i	i	i	i
COCCN1CC(=O)N2C(c3cccc(C)c3)c3[nH]c4ccccc4c3C[C@H]2C1=O (stereo partly specified)	i	5	-9	i	-4	i	i	i	i	i	i
O=S(=O)(c1ccc(-c2cnc(C3CC3)o2)cc1)N1CCN(c2ccccc2)CC1	i	1	-1	i	-6	i	i	i	i	i	i
Cc1occc1C(=O)n1nnc2ccccc21	i	/	4	/	-5	i	i	i	i	i	i
